HepG2 viability – HepG2 cytotoxicity, counter-screen for TGF-b inhibitors; AID 588856; HepG2 CAGA-GFP viability, ATP luminescence, 18 h; Potency, µM (titrated, usually from 46.1 µM), for the others: at the highest dose activity change, negative = cytotoxicity, hits mostly cytotoxic; hit rate 0.76% among 410,000; further: some results filed as inactive show a strong effect at the top dose
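HepG2 CAGA-GFP cells (1000/well, DMEM with 1% FBS) received compound, then TGF-beta at 500 pg/mL final, and were incubated 18 hours at 37 degrees C. Viability was read by CellTiter-Glo luminescence. Media-only wells were set as complete cell-killing and DMSO as no toxicity.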
Nrf2 ARE act – Nrf2 pathway activation; AREc32 ARE-luciferase reporter (MCF7-derived line), luminescence, 24 h; Potency, µM (titrated, usually from 46.1 µM), without a hit: at the top dose activation, actives largely listed as activators; hit rate 0.31% among 410,000; further: % of control where 0% means no effect; nearly all actives have a fitted effect of over 65% in size
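Quantitative high-throughput format: AREc32 reporter cells, 1000 per well, received compound by pin transfer and were incubated 24 hr at 37 deg C, 5% CO2, before Steady-Glo luminescence detection.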
MCF10A rereplic – induces DNA re-replication in MCF 10a normal breast cells; hit rate 2.9% among 350,000; Potency, µM (doses to about 46.1 µM), for the others: at the highest dose activity, positive = re-replication, most hits filed as activators; MCF 10A DNA re-replication, Hoechst nuclear intensity, 48 h; AID 624296; further: % of control where 0% means no effect; nearly all actives have a fitted effect of over 50% in size
EPAC2 antag – EPAC2 (human) antagonism. Q8WZA2. EPAC2 GEF exchange of Rap1B-BODIPY-GDP, fluorescence. Potency, µM (doses to about 114 µM), for the others: top-dose activity, negative = inhibition, most hits filed as inhibitors. hit rate 0.18% among 360,000. AID 720708; further: on the % scale 0 is the no-effect control and ±100 the full control effect; nearly all actives have a fitted effect of over 45% in size; many of its hits are not listed in these tables
Target sequence (Q8WZA2 whole entry, looked up): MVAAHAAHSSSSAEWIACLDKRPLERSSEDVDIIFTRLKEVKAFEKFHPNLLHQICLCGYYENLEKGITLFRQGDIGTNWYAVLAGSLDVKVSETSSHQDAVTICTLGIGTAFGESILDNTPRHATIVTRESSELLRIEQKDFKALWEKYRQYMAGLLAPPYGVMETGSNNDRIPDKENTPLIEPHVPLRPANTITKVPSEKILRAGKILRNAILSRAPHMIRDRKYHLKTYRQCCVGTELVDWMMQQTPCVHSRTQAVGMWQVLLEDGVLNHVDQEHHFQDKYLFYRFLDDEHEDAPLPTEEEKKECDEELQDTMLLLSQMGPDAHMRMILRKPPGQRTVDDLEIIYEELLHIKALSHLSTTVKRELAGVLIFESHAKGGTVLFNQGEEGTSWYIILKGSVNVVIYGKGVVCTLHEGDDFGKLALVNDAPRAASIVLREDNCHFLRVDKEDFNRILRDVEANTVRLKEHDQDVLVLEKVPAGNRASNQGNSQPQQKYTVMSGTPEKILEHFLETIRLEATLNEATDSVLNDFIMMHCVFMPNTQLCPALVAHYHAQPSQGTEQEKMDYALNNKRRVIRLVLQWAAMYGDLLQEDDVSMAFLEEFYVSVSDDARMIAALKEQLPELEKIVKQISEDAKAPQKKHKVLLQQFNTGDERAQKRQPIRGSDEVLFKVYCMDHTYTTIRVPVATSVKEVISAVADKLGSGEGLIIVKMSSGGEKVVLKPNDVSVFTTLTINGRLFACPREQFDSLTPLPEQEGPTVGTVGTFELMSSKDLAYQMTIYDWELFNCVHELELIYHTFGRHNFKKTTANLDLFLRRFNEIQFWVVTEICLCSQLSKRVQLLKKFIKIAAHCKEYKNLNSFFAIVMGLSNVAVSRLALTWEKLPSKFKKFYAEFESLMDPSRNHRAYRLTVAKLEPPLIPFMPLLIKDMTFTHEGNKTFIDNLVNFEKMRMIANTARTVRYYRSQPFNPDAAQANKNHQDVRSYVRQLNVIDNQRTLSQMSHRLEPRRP
Nrf2 block – inhibitors of Nrf2 signaling | A549 ARE-Fluc reporter, luciferase luminescence, 18-24 h | Potency, µM (titrated, usually from 46 µM), inactives show at the top dose activity change, negative = inhibition, usual class: inhibitors | hit rate 2.1% among 360,000; further: on the % scale 0 is the no-effect control and ±100 the full control effect; nearly all actives have a fitted effect of over 60% in size
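A549 ARE_Fluc cells (5000/well, 5% FBS OPTI-MEM) pre-incubated 2 h, then treated with compounds 18-24 h at 37C/5% CO2 in concentration-response. CellTiter-Fluor viability read first; BugLite luciferase luminescence after 15 min at room temperature gives Nrf2 activity.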
ATXN2 expr inh – reduces ATXN2 reporter expression in HEK-293 cells; HEK-293 ATXN2-luciferase reporter, luminescence, 24 h; Potency, µM (top dose mostly 57 µM), for inactives: top-dose activity change, negative = inhibition, usual class: inhibitors; hit rate 0.72% among 360,000; AID 1745845; further: on the % scale 0 is the no-effect control and ±100 the full control effect; nearly all actives have a fitted effect of over 55% in size
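qHTS (up to 57 uM final) was run with 24 h compound exposure of reporter cells at 37 °C. Each well was multiplexed: SteadyGlo luminescence measured ATXN2-luciferase expression after a fluorogenic Gly-Phe-AFC viability readout (25 uM final).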
TGFb inhibitor – blocks TGF-b signaling; HepG2 CAGA-GFP TGF-b/SMAD3 reporter, GFP fluorescence, 18 h; TGF-beta stimulated, 500 pg/mL final; Potency, µM (titrated, usually from 46.1 µM), without a hit: at the highest dose activity, negative = inhibition, hits mostly inhibitors; hit rate 1.2% among 410,000; AID 588855; further: on the % scale 0 is the no-effect control and ±100 the full control effect; nearly all actives have a fitted effect of over 65% in size
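Smad-responsive CAGA-GFP expression was quantified in HEPG2 cells exposed to compounds and 500 pg/mL final TGF-beta for 18 h at 37 degrees C; unstimulated wells defined full inhibition.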
ATXN viability – reduces viability in counter-screen for ATXN expression inhibitors | S2 cells (HEK-293 line with an ATXN2-luciferase reporter) viability, CellTiter-Fluor protease fluorescence, 24 h | Potency, µM (titrated, usually from 56.7 µM), usual class: cytotoxic | hit rate 0.49% among 400,000 | AID 651635; further: nearly all actives have a fitted effect of over 40% in size
A549 viability – kills or reduces viability of A549 cells in Nrf2 counter-screen; hit rate 0.16% among 390,000; Potency, µM (top dose mostly 46 µM), without a hit: at the top dose activity change, negative = cytotoxicity, hits mostly inhibitors; A549 ARE-Fluc cells, CellTiter-Fluor viability, 18-24 h; further: on the % scale 0 is the no-effect control and ±100 the full control effect
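A549 ARE_Fluc cells in 5% FBS OPTI-MEM were exposed to compounds in concentration-response for 18-24 h at 37 deg C. Viability was read by CellTiter-Fluor fluorescence (Ex 405/Em 525) after 30 min, before the luciferase read.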
* hit, by the source's call; i = inactive; ? = inconclusive; / = not tested or not shown; [ ] = remark or other dose. The call rests on the fitted dose curve; in most records, active means well fitted curve in the direction sought with a large enough effect; inconclusive means small, poorly fitted or top-dose-only effect, or another doubt; inactive means no such curve, though single readings can be large; an effect the other way counts as inactive or inconclusive. Potency means the concentration at half of the fitted maximal effect. Only part of the results is shown; rates above refer to the full screens.

molecule	HepG2 viability	Nrf2 ARE act	MCF10A rereplic	EPAC2 antag	Nrf2 block	ATXN2 expr inh	TGFb inhibitor	ATXN viability	A549 viability
Cn1c(=O)n(C)c2cc(NC(=O)CSc3ccccc3)ccc21	-1.6%	2.6%	-0.4%	-3.3%	?	7.9%	-4.1%	i	3.4%
CC(=O)N1CCc2c(sc(NC(=O)Cc3ccc(F)cc3)c2C(N)=O)C1	11.2µM*	-0.8%	-10.9%	1.0%	-14.5%	/	3.5%	i	0.4%
Cc1ccc(Cl)cc1N(C)C(=O)c1cn(C2CCCCC2)c(=O)c2c1c1ccccc1n2C	3.3%	-0.7%	/	/	?	/	?	/	-4.0%
CCS(=O)(=O)C(=C(Nc1ccc(OC)cc1)Nc1ccc(OC)cc1)S(=O)(=O)CC	-0.8%	-0.6%	0.5%	9.4%	-18.9%	-4.9%	-3.3%	i	-2.8%
Cc1ccc(OCCNC(=O)Cc2ccc(S(=O)(=O)N3CCOCC3)s2)cc1	7.1%	-0.8%	9.0%	14.3%	12.9%	-10.5%	1.3%	i	-1.9%
NS(=O)(=O)c1ccc(Cl)cc1[N+](=O)[O-]	2.2%	23.7%	0.2%	-22.2%	?	/	-0.2%	i	1.9%
COc1ccccc1N1CCN(C(=O)c2cnn(C(C)(C)C)c2C2CCN(C(=O)OC(C)(C)C)CC2)CC1	-4.8%	0.7%	/	/	-18.6%	/	-20.2%	/	0.6%
NC(=O)C1=C[C@H](c2ccccc2)C[C@H](OCc2ccc(CO)cc2)O1	-12.8%	3.1%	18.6%	7.8%	7.3%	29.2%	?	i	2.5%
CSc1ccccc1NC(=O)CSc1nnc(Cc2ccccc2)o1	-7.0%	-0.1%	-22.2%	1.2%	-21.8%	-3.7%	-4.8%	i	-3.3%
CCc1ccc(NC(=O)CCCN2C(=S)NC(C)(C)CC2C)cc1 (configuration not stated)	-26.2%	0.4%	8.5%	-6.1%	-19.9%	-23.6%	-16.6%	i	12.4%

Going on with the list.
molecule	HepG2 viability	Nrf2 ARE act	MCF10A rereplic	EPAC2 antag	Nrf2 block	ATXN2 expr inh	TGFb inhibitor	ATXN viability	A549 viability
C=C[C@]1(C)C=C2CC[C@H]3[C@@](C)(CCC[C@@]3(C)C(=O)O)[C@@H]2CC1	-70.0%	2.4%	12.1%	?	-6.0%	8.4%	?	i	3.9%
CC1CC(C)CN(C(=O)Cn2nnc(-c3ccccc3)n2)C1 (configuration not stated)	-1.5%	-0.2%	-0.3%	2.0%	?	7.9%	5.3%	i	1.3%
CCCCOc1ccc(CNC(=O)c2ccc(NC(=O)N3CCCCc4ccccc43)cc2)cc1	0.8%	-0.8%	/	/	?	3.7%	9.2%	i	4.4%
Cc1nc2cc(NC(=O)Nc3nccs3)ccc2n1C	-2.4%	1.9%	4.0%	-2.5%	?	6.4%	-26.0%	i	1.2%
O=S(=O)(c1ccccc1)c1nc(-c2ccccc2Cl)oc1NCCN1CCOCC1	-30.4%	-0.4%	?	-8.0%	?	-23.4%	-3.1%	i	-10.2%[1.84 µM]
Cc1ccc(-n2nnnc2SCC(=O)Nc2ncc(Cc3ccccc3Cl)s2)cc1	22.5%	-0.9%	1.0%	6.4%	-26.9%	-8.7%	10.8%	i	-3.6%
CC(C)NC(=O)N(C)C[C@@H]1Oc2c(NS(=O)(=O)c3ccccc3)cccc2C(=O)N([C@@H](C)CO)C[C@@H]1C	-0.6%	-0.1%	-23.2%	-8.3%	8.8%	8.0%	5.3%	i	1.2%
Cc1ccc(C(=O)NNC(=O)C2CCN(c3ncccn3)CC2)cc1	-2.3%	-0.5%	4.3%	8.6%	17.6%	-5.4%	13.6%	i	4.9%
Cc1ccc(C)c(NC(=O)Cn2cc(C(=O)C3CC3)c3ccccc32)c1	-16.9%	4.6%	?	10.5%	?	-2.3%	-14.6%	i	0.8%
Cc1ccccc1NCC(=O)N/N=C\c1ccc2c(c1)OCO2	-8.4%	3.2%	-4.0%	-6.3%	53.3%	-7.1%	7.4%	i	2.2%

An excerpt taken from the entries so far, for reference:
molecule	HepG2 viability	Nrf2 ARE act	MCF10A rereplic	EPAC2 antag	Nrf2 block	ATXN2 expr inh	TGFb inhibitor	ATXN viability	A549 viability
C=C[C@]1(C)C=C2CC[C@H]3[C@@](C)(CCC[C@@]3(C)C(=O)O)[C@@H]2CC1	-70.0%	2.4%	12.1%	?	-6.0%	8.4%	?	i	3.9%
CC1CC(C)CN(C(=O)Cn2nnc(-c3ccccc3)n2)C1 (configuration not stated)	-1.5%	-0.2%	-0.3%	2.0%	?	7.9%	5.3%	i	1.3%
CCCCOc1ccc(CNC(=O)c2ccc(NC(=O)N3CCCCc4ccccc43)cc2)cc1	0.8%	-0.8%	/	/	?	3.7%	9.2%	i	4.4%
Cc1nc2cc(NC(=O)Nc3nccs3)ccc2n1C	-2.4%	1.9%	4.0%	-2.5%	?	6.4%	-26.0%	i	1.2%
O=S(=O)(c1ccccc1)c1nc(-c2ccccc2Cl)oc1NCCN1CCOCC1	-30.4%	-0.4%	?	-8.0%	?	-23.4%	-3.1%	i	-10.2%[1.84 µM]
Cc1ccc(-n2nnnc2SCC(=O)Nc2ncc(Cc3ccccc3Cl)s2)cc1	22.5%	-0.9%	1.0%	6.4%	-26.9%	-8.7%	10.8%	i	-3.6%
CC(C)NC(=O)N(C)C[C@@H]1Oc2c(NS(=O)(=O)c3ccccc3)cccc2C(=O)N([C@@H](C)CO)C[C@@H]1C	-0.6%	-0.1%	-23.2%	-8.3%	8.8%	8.0%	5.3%	i	1.2%
Cc1ccc(C(=O)NNC(=O)C2CCN(c3ncccn3)CC2)cc1	-2.3%	-0.5%	4.3%	8.6%	17.6%	-5.4%	13.6%	i	4.9%
Cc1ccc(C)c(NC(=O)Cn2cc(C(=O)C3CC3)c3ccccc32)c1	-16.9%	4.6%	?	10.5%	?	-2.3%	-14.6%	i	0.8%

New compounds follow.
molecule	HepG2 viability	Nrf2 ARE act	MCF10A rereplic	EPAC2 antag	Nrf2 block	ATXN2 expr inh	TGFb inhibitor	ATXN viability	A549 viability
CCCCn1c(N)c(N(CCOC)C(=O)CCNC(=O)NC23CC4CC(CC(C4)C2)C3)c(=O)[nH]c1=O	-32.6%	-2.5%	-3.1%	3.6%	-1.3%	-4.2%	3.4%	i	7.4%
Brc1ccccc1/C=N/Nc1ccc2ccccc2n1	-1.2%	22.4%	16.4µM*	2.5%	?	56.3%[activator]	0.0%	i	-0.1%
O=C(NCC(c1cccs1)N1CCOCC1)c1cc(F)cc(F)c1 (configuration not stated)	-8.5%	-3.2%	/	-3.5%	/	/	-2.5%	i	/
CC[C@]12c3[nH]c4ccccc4c3CCN1C(=O)C(CC(=O)NCc1cccc(C(F)(F)F)c1)C[C@@H]2C(=O)N1CCN(C(=O)C2CC2)CC1 (some centres not stated)	-20.5%	7.2%	73.7%	17.9%	-15.9%	-1.2%	?	i	-16.9%
Cc1nn(-c2ccccc2)c(Cl)c1C(=O)Nc1nnc(C2CCCC2)s1	1.5%	4.4%	?	-10.4%	-12.0%	1.9%	-10.0%	i	-4.4%
CC(C)(C)NC(=O)COC(=O)c1ccccc1Oc1ccccc1	-4.2%	0.2%	4.7%	-27.4%	15.3%	6.8%	8.1%	i	-5.2%
COc1ccc(NS(=O)(=O)c2ccc(N3CCOCC3)c(NC(=O)c3ccc(F)cc3)c2)cc1	-36.6%	-0.3%	-1.5%	0.0%	9.2µM*	-28.0%	-2.5%	i	-9.5%
COCc1c(C(=O)OCC(=O)c2c(N)n(CC(C)C)c(=O)n(C)c2=O)oc2ccccc12	-18.0%	-0.5%	?	0.6%	20.6µM*	-19.8%	?	?	-4.2%
CC(C)c1ccc(C(=O)N2CCOCC2c2cc(C(=O)Nc3ccccc3)no2)cc1 (configuration not stated)	20.9%	0.8%	/	?	/	8.2%	49.4%[activator]	i	/
CCOC(=O)c1c(N)sc(N)c1C(=O)OCC	-37.4%	2.5%[9.22 µM]	0.3%	8.2%	11.5%	-19.2%	-18.9%	i	-0.1%

(further entries)
molecule	HepG2 viability	Nrf2 ARE act	MCF10A rereplic	EPAC2 antag	Nrf2 block	ATXN2 expr inh	TGFb inhibitor	ATXN viability	A549 viability
Cc1cccc(/C=N/NC(=O)c2cc(-c3cccnc3)nc3c2c(C)nn3-c2ccccc2)c1	-4.8%	-0.5%	?	-0.7%	?	8.3%	-6.2%	i	0.4%
COc1cccc(C(=O)N/N=C/c2ccc(Oc3ccc([N+](=O)[O-])cn3)c(OC)c2)c1	6.5%	-0.5%	?	6.7%	23.1µM*	-27.8%	-17.6%	i	?
CC(C)(C)NC(=O)CN(C(=O)CCC(=O)Nc1nccs1)c1ccc(F)c(Cl)c1	-3.6%	-0.4%	4.5%	3.0%	-8.4%	-18.4%	-2.1%	i	-4.6%
Cn1c(=O)c2c(nc(NCCCO)n2CCc2ccccc2)n(C)c1=O	-2.1%	-0.8%	-3.8%	5.2%	-7.2%	0.8%	-25.4%	?	6.9%
Cc1cc(NS(=O)(=O)c2ccc(NC(=O)COc3ccccc3Cl)cc2)no1	5.3%	-0.1%	2.1%	2.2%	-13.1%	-4.9%	0.0%	i	-3.6%
CCc1nc2c(nnn2Cc2ccc(F)cc2)c(=O)[nH]1	9.7%	0.2%	19.7%	-2.0%	0.0%	-4.5%	-4.9%	i	2.4%
Cc1ccc(C(=O)N2CCN(S(=O)(=O)c3ccc(C)c([N+](=O)[O-])c3)C2)cc1	-13.0%	0.4%	-3.1%	-0.2%	-24.9%	-14.2%	4.1%	i	-7.4%
O=C(Nc1ccc(F)cc1)c1ccc2c(=O)n(CC3CCCO3)c(=S)[nH]c2c1 (configuration not stated)	4.3%	-0.6%	?	14.9%	?	-17.8%	-3.2%	i	-7.2%
CN(C)c1ccc(Nc2cc(Cl)ncn2)cc1	-13.5%	8.2%	6.4%	-1.2%	5.5%	/	-1.7%	i	-0.7%
NCCCC[C@@H](C(=O)NCCCCCCCCCCC(=O)N1CCNCC1)n1cc(CCCC(=O)O)nn1	16.2%	-0.7%	0.1%	12.0%	7.1%	8.1%	2.6%	i	-4.2%

Bioassay records (PubChem)
